TDP2 absorb: human TDP2 enzyme inhibitors, primary screen, biochemical, epi absorbance, recombinant enzyme. T5PNP hydrolysis, p-nitrophenol absorbance 415 nm. AID 720702, 2013. Tyrosyl-DNA phosphodiesterase 2 (Homo sapiens), O95551. inhibition, % at 12.8 µM. 370,000 compounds, 0.34% hits;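 active = inhibition above the mean of all tested compounds plus 3 SD, set per campaign, cut at about 25% in these data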;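 note: 0% = DMSO with enzyme and 100% = buffer with substrate but no TDP2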
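test system = human TDP2 enzyme | input = TDP2 enzyme at 120 nM final | medium = 50 mM Tris-HCl pH 7.5 with Mg2+, KCl, DTT, BSA | also added = T5PNP substrate, 5 mM | times = 2 h at 37 °C | technique = epi absorbance | benchmarks = high control without enzyme, low control DMSO plus TDP2 | replication = each compound tested once, singlicate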
ADAM17 inh: ADAM17 inhibitors, primary screen, biochemical, QFRET | Disintegrin and metalloproteinase domain-containing protein 17 (Homo sapiens), P78536 | recombinant ADAM17, EDANS/DABCYL FRET peptide cleavage | inhibition, % at 6.95 µM | 370,000 compounds, 0.83% hits;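 active = inhibition above the mean of compounds lying between control limits plus 3 SD, set per campaign, cut at about 8.5% in these data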;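 note: 0% = DMSO-only wells as the low control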
DDE Tn7 FP inh: inhibitors of Tn7 peptide binding to fibrin DD(E), primary screen, biochemical, fluorescence polarization, human fibrin, Tn7 probe; FP displacement of FITC-Tn7 peptide from fibrin DD(E); 0% = median of compound wells per plate; inhibition, % at 8.3 µM; 370,000 compounds, 0.13% hits; Fibrinogen beta chain (Homo sapiens), P02675;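 active = inhibition above the mean of compounds falling within the control limits plus 3 SD of them, cut at about 14% in these data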;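 note: 0% = plate median of compound wells and 100% = 10 µM Aha-Tn7 peptide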
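Assay system: human fibrin DD(E) protein / Input: 2 µM fibrin DD(E) / Benchmarks: high control of 10 µM Aha-Tn7 peptide / Measured by: fluorescence polarization of the labelled Tn7 tracer / Medium: Tris buffer with calcium and detergent, pH 7.8 / Timing: 10 min compound pre-incubation, 3 h probe incubation at room temperature / Repeats: one replicate per compound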
DDE Tn6 FP inh: inhibitors of Tn6 peptide binding to fibrin DD(E), primary screen, biochemical, fluorescence polarization, human fibrin, Tn6 probe; AID 720509, 2013; Fibrin DD(E) TRITC-Tn6 fluorescence polarization displacement; Fibrinogen beta chain (Homo sapiens), P02675; inhibition, % at 8.3 µM; 370,000 compounds, 0.21% hits;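 active = inhibition above a per-campaign cutoff: mean of compounds within control limits plus 3 SD, cut at about 15% in these data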;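 note: 0% = median of all compound wells on the plate and 100% = blocking peptide control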
SIAE primary: human SIAE inhibitors, primary screen, biochemical, fluorescence polarization, FP-Rh probe, 1536-well HTS; Sialate O-acetylesterase (Homo sapiens), Q9HAT2; SIAE FP-Rh probe binding; inhibition, % at 9.66 µM; 370,000 compounds, 0.69% hits; AID 1053197, 2014;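 active = inhibition above a cutoff: mean of compounds within the control limits plus 3 SD of those, cut at about 17% in these data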;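 note: 0% = plate median of compound wells and 100% = probe without SIAE protein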
ARFGAP1 inhibitor: inhibitors of rat ARFGAP1 GAP activity, primary screen, biochemical, fluorescence polarization, GDP tracer; ADP-ribosylation factor GTPase-activating protein 1 (Rattus norvegicus), Q62848; Arfgap1-stimulated ARF1 GTP hydrolysis, GDP FP detection; inhibition, % at 16.5 µM; 360,000 compounds, 0.26% hits; AID 651572, 2012;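 active = inhibition above a per-plate limit, mean inhibition of low control wells plus 3 SD, cut at about 25% in these data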;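 note: 0% = DMSO wells with enzyme and 100% = wells lacking Arfgap1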
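System: truncated rat Arfgap1 GAP domain / Benchmarks: high control wells lacking Arfgap1, low control full reaction with DMSO / Times: compound-enzyme preincubation 20 min, reaction 120 min, detection 60 min, 25 °C / Repeats: one replicate per compound / Also added: human ARF1(Δ1-17)-GTP substrate / Measured by: Tracer-displacement fluorescence polarization with EDTA stop, 620/688 nm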
PLC-gamma1 inh: PLC-gamma1 enzyme inhibitors, primary screen, biochemical, fluorescence, purified enzyme; inhibition, % at 12.2 µM; fluorogenic substrate; 1-phosphatidylinositol 4,5-bisphosphate phosphodiesterase gamma-1 (Homo sapiens), P19174; 370,000 compounds, 0.84% hits; AID 720700, 2013; in the data active = inhibition above about 9.5%
ADAM10 inh: human ADAM10 inhibitors, primary screen, biochemical, QFRET, HTS | inhibition, % at 7 µM | 370,000 compounds, 0.62% hits | AID 720582, 2013 | recombinant ADAM10, EDANS/DABCYL FRET peptide cleavage, 3 h | Disintegrin and metalloproteinase domain-containing protein 10 (Homo sapiens), O14672;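 active = inhibition above a per-campaign cutoff equal to the mean of compounds falling between control-based bounds plus 3 SD, cut at about 20% in these data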;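 note: 0% = DMSO wells while the 100% control is not disclosed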
ASAP1 GAP inh: inhibitors of human ASAP1 ArfGAP activity, primary screen, biochemical, fluorescence polarization. 360,000 compounds, 0.19% hits. AID 624377, 2012. Arf-GAP with SH3 domain, ANK repeat and PH domain-containing protein 1 (Homo sapiens), …. ASAP1-stimulated ARF1 GTP hydrolysis, GDP FP detection. inhibition, % at 16.5 µM; in the data active = inhibition above about 25%;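 note: 0% = vehicle with enzyme and substrate and 100% = no enzyme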
PLC-beta3 inh: human PLC-beta3 inhibitors, primary screen, biochemical, fluorescence; 370,000 compounds, 0.18% hits; Purified PLC-beta3, fluorogenic substrate; AID 720704, 2013; inhibition, % at 12.2 µM; in the data active = inhibition above about 11%;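 note: 0% = median of compound wells on plate and 100% = full blocker control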
Target sequence (Q01970 whole entry, looked up): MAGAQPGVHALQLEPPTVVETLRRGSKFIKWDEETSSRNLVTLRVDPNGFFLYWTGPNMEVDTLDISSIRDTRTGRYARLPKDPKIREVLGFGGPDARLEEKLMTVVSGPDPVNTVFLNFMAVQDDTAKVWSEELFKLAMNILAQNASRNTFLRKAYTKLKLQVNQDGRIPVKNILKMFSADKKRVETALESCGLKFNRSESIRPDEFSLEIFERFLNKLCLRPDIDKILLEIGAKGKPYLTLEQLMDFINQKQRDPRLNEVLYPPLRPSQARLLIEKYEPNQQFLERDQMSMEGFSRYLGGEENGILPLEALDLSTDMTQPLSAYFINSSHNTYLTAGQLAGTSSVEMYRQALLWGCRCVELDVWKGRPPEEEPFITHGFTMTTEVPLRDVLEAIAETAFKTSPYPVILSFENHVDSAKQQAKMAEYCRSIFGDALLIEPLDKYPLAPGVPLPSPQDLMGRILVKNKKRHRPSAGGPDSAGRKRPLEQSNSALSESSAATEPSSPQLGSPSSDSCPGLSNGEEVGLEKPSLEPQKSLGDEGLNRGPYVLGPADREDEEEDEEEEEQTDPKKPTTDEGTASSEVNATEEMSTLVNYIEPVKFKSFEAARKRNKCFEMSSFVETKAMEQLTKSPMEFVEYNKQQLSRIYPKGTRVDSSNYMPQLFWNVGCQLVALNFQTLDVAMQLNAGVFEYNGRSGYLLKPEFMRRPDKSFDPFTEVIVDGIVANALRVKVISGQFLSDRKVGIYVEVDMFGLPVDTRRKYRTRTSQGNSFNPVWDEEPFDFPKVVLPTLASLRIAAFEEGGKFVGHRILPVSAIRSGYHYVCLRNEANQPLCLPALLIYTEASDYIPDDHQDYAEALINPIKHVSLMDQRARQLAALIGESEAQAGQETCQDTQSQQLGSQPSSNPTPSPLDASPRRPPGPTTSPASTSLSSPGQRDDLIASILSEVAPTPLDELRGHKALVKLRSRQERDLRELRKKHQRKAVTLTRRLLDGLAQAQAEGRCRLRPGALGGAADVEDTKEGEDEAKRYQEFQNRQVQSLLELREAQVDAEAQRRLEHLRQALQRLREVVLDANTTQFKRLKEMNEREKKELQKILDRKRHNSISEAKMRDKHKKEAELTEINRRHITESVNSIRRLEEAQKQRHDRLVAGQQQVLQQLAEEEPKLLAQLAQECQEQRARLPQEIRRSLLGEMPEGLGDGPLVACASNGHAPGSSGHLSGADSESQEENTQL
Starred values were filed as active, the others as inactive; i = inactive; . = not tested or not shown.

SMILES	TDP2 absorb	ADAM17 inh	DDE Tn7 FP inh	DDE Tn6 FP inh	SIAE primary	ARFGAP1 inhibitor	PLC-gamma1 inh	ADAM10 inh	ASAP1 GAP inh	PLC-beta3 inh
CC1=C(/C=C/C(C)=C/C=C/C(C)=C\C(=O)O)C(C)(C)CCC1	-3.1	-3.9	-0.9	-6.7	3.2	-11.8	-0.1	-1.9	3.7	2.2
CSc1ncccc1C(=O)OCc1ccc(Br)cc1	7.0	-1.6	3.1	-7.0	5.3	-5.8	-0.8	-0.4	-8.8	-6.8
Cc1cccc(NC(=O)c2cc(C)nc3ccccc23)c1	15.1	0.7	1.0	-4.2	9.8	6.2	0.4	5.5	3.3	-0.5
COc1ccccc1C(=O)NC(=O)COC(=O)c1ccc(NC(=O)CC#N)cc1	-5.1	-2.2	2.3	17.6*	-15.1	-1.7	-4.1	-7.2	-1.5	-9.8
CN(CCOC(=O)c1cc2ccccc2o1)C1CN(Cc2cn(Cc3ccc([N+](=O)[O-])cc3)nn2)S(=O)(=O)C1 (stereo not given)	16.2	-2.5	-2.2	1.1	-6.3	.	-0.1	-1.1	.	4.1
O=C(NC1CCCCC1)C(c1ccccc1)N(C(=O)c1cccs1)c1ccc2c(c1)OCO2 (stereo not given)	-0.5	-2.2	-1.6	1.8	-7.4	2.2	3.4	0.8	5.8	4.1
Clc1ccc(-n2nnnc2-c2cnc(-c3ccncc3)nc2-c2cccs2)cc1	7.9	-2.3	-2.1	0.2	-6.6	-9.0	0.1	-17.6	2.3	-10.8
COc1ccc(-n2nnc3c(=O)n(CC(=O)N4CCC(Cc5ccccc5)CC4)cnc32)cc1	2.7	0.3	-0.8	1.3	-3.0	-8.3	-0.9	2.0	-9.4	3.3
CCOC(=O)CC(NC(=O)c1cccs1)c1ccc(OCC)cc1 (stereo not given)	-1.5	-3.3	4.6	8.3	-0.1	0.9	2.4	-3.4	-2.5	0.3
COCCCNC(=O)[C@H]1O[C@@H](n2cnc3c(=O)[nH]c(N)nc32)[C@H](O)[C@@H]1O	-2.7	-0.4	-5.1	1.5	4.2	5.2	1.7	-7.9	1.6	2.0
Cc1ccc(S(=O)(=O)NCc2cccnc2)c(C)c1	-7.1	-2.8	3.5	3.0	-11.9	-4.6	-1.9	0.1	-6.2	-5.7
Cc1ccc(CC(=O)NCc2ccc(F)cc2)cc1	-2.2	-0.1	-8.4	5.3	3.0	-10.3	2.5	3.4	4.8	1.6

The final 2 records of the section before are carried over, then new ones follow.
SMILES	TDP2 absorb	ADAM17 inh	DDE Tn7 FP inh	DDE Tn6 FP inh	SIAE primary	ARFGAP1 inhibitor	PLC-gamma1 inh	ADAM10 inh	ASAP1 GAP inh	PLC-beta3 inh
Cc1ccc(S(=O)(=O)NCc2cccnc2)c(C)c1	-7.1	-2.8	3.5	3.0	-11.9	-4.6	-1.9	0.1	-6.2	-5.7
Cc1ccc(CC(=O)NCc2ccc(F)cc2)cc1	-2.2	-0.1	-8.4	5.3	3.0	-10.3	2.5	3.4	4.8	1.6
O=C(CN1CCN(C(=O)c2ccco2)CC1)NCc1ccc(Cl)cc1	-22.9	1.6	-2.2	-1.2	-3.2	-5.4	5.0	-0.1	3.7	-3.4
COc1ccc(CCNC(=O)c2ccc3c(c2)S(=O)(=O)N=C2CCCCCN23)cc1	4.6	-2.6	1.0	-3.6	-3.1	1.8	0.3	-9.1	-4.0	-1.7
Cn1c(C(=O)O)ccc1S(=O)(=O)N1CCCCCC1	6.3	-5.1	-0.9	-2.5	5.2	-2.6	-1.6	-7.6	-1.5	-6.0
O=C(NCCCc1ccccc1)C(=O)NCC1OCCN1S(=O)(=O)c1ccc(F)cc1 (stereo not given)	0.2	-0.2	8.2	8.2	0.1	-6.7	0.7	2.3	5.7	-6.8
CC(=O)Nc1cc(C(C)(C)C)c(O)c(C(C)(C)C)c1	7.1	-2.3	-7.7	-4.0	13.3	4.0	4.7	-0.1	18.4	3.5
COC(=O)CC(N)c1ccc(OC)c2ccccc12 (stereo not given)	1.7	-5.0	5.0	0.8	9.1	0.3	-1.5	-10.7	-1.2	4.1
COc1cc(C(=O)NCCOC(=O)c2cccc(N(C)C)c2)cc(OC)c1OC	4.2	-7.0	6.5	1.9	3.8	7.5	-57.0	-13.6	0.4	-97.6
O=C(Nc1ccccc1)OC1CCCCc2cccnc21 (stereo not given)	9.8	-2.4	2.0	7.3	8.0	-1.9	2.8	6.3	-5.0	-6.2
Oc1cc2c(cc1C(c1ccc(Br)cc1)N1CCCC1)OCO2 (stereo not given)	-1.2	-1.5	0.7	6.1	8.7	-2.1	1.2	1.7	7.4	1.7
N#CCSc1n[nH]c2nc3c(c(=O)n12)C1(CCCC1)Cc1ccccc1-3	3.3	-125.4	5.7	-7.7	5.6	1.4	-147.7	-408.4	-3.2	-216.3
CCCCN(C)C(=O)C1CCN(Cc2cccnc2)CC1	5.9	-2.6	-0.9	-0.9	3.0	-1.7	1.4	6.6	-5.3	-2.1
CCCCn1c(N)c(N(CCOC)C(=O)CCCc2nc3ccccc3s2)c(=O)[nH]c1=O	11.8	-3.2	4.6	3.6	7.6	1.3	-4.3	-7.4	11.8	-6.3
O=C(Nc1nnc(-c2ccco2)o1)c1cccc(N2C(=O)CCC2=O)c1	-5.8	-5.1	2.2	0.7	1.4	-4.8	-0.4	-0.3	-8.8	-5.5
O=C(CCc1nc2ccccc2c(=O)[nH]1)NCCN1C(=O)S/C(=C\c2ccc(OC(F)F)cc2)C1=O	-2.9	-1.0	-3.0	-2.4	-10.9	3.3	-2.3	0.8	16.5	4.1
O=C1[C@@H]2[C@H](C(=O)N1n1cnnc1)[C@H]1C=C[C@@H]2C1	-7.2	-2.2	-0.7	5.7	-3.5	-2.9	3.3	1.3	-6.9	2.7
CC1CN(c2cc(-c3ccccc3)c3ccccc3n2)CC(C)O1 (stereo not given)	-1.9	-10.6	7.6	7.1	0.6	-3.1	-13.4	-32.5	-2.5	-15.1
Cc1cc(C)nc(NC(=O)C(c2ccccc2)c2ccccc2)n1	-17.6	8.7*	-8.5	-2.6	-6.6	5.2	4.4	-4.2	-1.7	3.0
CCCCCCN1CCN(C2CN(Cc3ccc(C)cc3)S(=O)(=O)C2)CC1 (stereo not given)	-2.4	0.1	0.7	-0.3	-0.6	2.7	1.2	-11.9	12.4	0.9
CCC(C)C(NC(=O)C1CCC(=O)N1C(=O)OCc1ccccc1)C(=O)NC(C(=O)N1CCCC1C(N)=O)C(C)CC (stereo not given)	-9.1	-6.8	0.5	-5.5	-4.5	-2.9	3.7	7.9	-7.6	-5.5
CCN(CC)CCNC(=O)Cn1cnc2sc(C)c(S(=O)(=O)N3CCC(C)CC3)c2c1=O	-5.7	-2.1	1.2	5.2	-1.9	3.3	0.4	-4.9	7.7	-5.3
OCCNCc1cccc(OCc2ccc(Cl)cc2)c1	-1.1	-5.0	9.4	-8.2	3.1	4.6	-0.2	-1.3	11.1	1.7
O=[N+]([O-])c1cc([N+](=O)[O-])c(Oc2cncc(Cl)c2)cc1NC1CCCCCCC1	-3.9	-7.1	3.7	-6.0	-2.0	-1.9	0.3	-5.2	7.0	-3.0
O=C(CN(Cc1ccco1)C(=O)CNS(=O)(=O)c1ccc(Cl)cc1)NCc1ccco1	-9.2	-5.5	4.8	-5.8	-3.9	6.8	-0.1	-2.6	9.6	-8.7
Cc1ccc(OCC(=O)NC(=S)Nc2ccc(Br)cn2)cc1C	-16.1	1.2	-3.6	-6.8	3.8	3.3	1.1	6.4	8.5	4.0
NS(=O)(=O)c1ccc(N2N=C(c3ccccc3)CC2c2cccc(Cl)c2)cc1 (stereo not given)	-6.2	i	0.9	-7.9	-4.2	-5.2	i	i	16.8	i
Oc1cc(Cc2ccccc2)cnc1CN1CCCCC1	2.0	-2.7	-0.5	0.7	2.5	2.3	-0.1	-1.8	-8.8	-0.9
CCc1nnc(NC(=O)CSc2nc3c(cc2C#N)CCC3)s1	-0.1	-15.8	-1.4	6.8	-1.4	-1.4	-262.8	-48.3	-12.3	-303.0
O=C1CN(C(=O)COc2ccc(Br)cc2)c2ccccc2N1	-6.2	-5.2	1.2	-0.3	1.4	-10.0	-0.5	-10.4	6.2	-4.7
CCOC(=O)C1(C)CCN1C(=O)c1cccs1 (stereo not given)	6.2	-0.6	-5.3	8.0	-2.0	6.4	-2.2	-4.3	-6.2	1.9
Cc1cccc(C)c1-n1nnnc1C(c1ccnc2ccccc12)N(CCN(C)C)Cc1ccccc1 (stereo not given)	-7.2	-0.5	-5.3	3.0	-3.5	-4.4	4.8	-6.2	1.2	-2.5
CC(C)N1CC2(c3ccccc3)CN(C(C)C)CC(c3ccccc3)(C1)C2=O	-5.7	-3.9	-1.1	4.8	5.5	3.4	-1.9	-10.0	-4.3	-0.5
O=C(NC1CCCCCC1)c1cc(S(=O)(=O)N2CCOCC2)ccc1F	-4.7	-4.8	0.0	-5.1	-2.0	-9.7	-1.9	-8.4	-3.3	-10.7
CSc1ccc(S(=O)(=O)NCCOc2ccccc2C)cc1	1.8	3.7	-6.2	-1.2	2.6	3.6	1.1	11.1	-5.5	-0.7
Cc1c(O)nc2sc3ccccc3n2c1=O	-11.4	-1.3	4.2	5.3	-2.9	13.6	0.0	-3.0	3.5	-6.0

Looked up above.
`O=C(Nc1ccccc1)OC1CCCCc2cccnc21` (stereo not given) in PLC-gamma1 inh is entered as 2.8
`CCN(CC)CCNC(=O)Cn1cnc2sc(C)c(S(=O)(=O)N3CCC(C)CC3)c2c1=O` in SIAE primary is entered as -1.9
`COc1ccccc1C(=O)NC(=O)COC(=O)c1ccc(NC(=O)CC#N)cc1` in PLC-beta3 inh is entered as -9.8

Assay outcomes as filed in PubChem BioAssay.
